From PubChem BioAssay
Vc quorum ag = inducers of Vibrio cholerae quorum light production without autoinducers, primary screen, BH1578 luxS cqsA deficient, single point; V. cholerae BH1578 lux reporter, luminescence, 6 h; AID 588436, 2011; actives 0.16% (n = 350,000); activation, % at 18.7 µM; in the data active = activation mostly above about 9.7%, no sharp cut-off; inconclusive = no clear call, values can overlap the other calls; inactive = mostly below about 3.7%; note: not every result past the cut was called active; inactives centre near 0; reference of the scale not given here
PriA SSB inh = inhibitors of Klebsiella pneumoniae PriA binding to SSB C-terminal tail, primary screen, biochemical, AlphaScreen. PriA–SSB C-terminal tail interaction (Klebsiella pneumoniae). actives 0.6% (n = 430,000). AlphaScreen SSBct-PriA binding, biotinylated peptide. inhibition, % at 33 µM; in the data active = inhibition mostly above about 37%, no sharp cut-off; inactive = mostly below about 20%;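 note: plate controls were negative control peptide for no effect and reference peptide for full effect; strong numbers were not always called active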
CCHF vOTU inh = CCHFV vOTU protease inhibitors, primary screen, biochemical, Pep-AMC substrate, fluorescence; inhibition, % at 11.5 µM; actives 0.55% (n = 370,000); in the data active = inhibition above about 30%; note: 0% = vehicle wells with enzyme and 100% = no enzyme wells
Anthrax LF inh2 = Bacillus anthracis LF protease inhibitors, primary screen, biochemical, multiplex microsphere, MLPCN library | Lethal factor (Bacillus anthracis), P15917 | multiplex microsphere protease cleavage assay | inhibition, % at 10 µM | actives 0.12% (n = 360,000) | AID 588501, 2011; note: plate controls were buffer without enzyme for full effect and enzyme alone for no effect
Target sequence (P15917 whole entry, looked up): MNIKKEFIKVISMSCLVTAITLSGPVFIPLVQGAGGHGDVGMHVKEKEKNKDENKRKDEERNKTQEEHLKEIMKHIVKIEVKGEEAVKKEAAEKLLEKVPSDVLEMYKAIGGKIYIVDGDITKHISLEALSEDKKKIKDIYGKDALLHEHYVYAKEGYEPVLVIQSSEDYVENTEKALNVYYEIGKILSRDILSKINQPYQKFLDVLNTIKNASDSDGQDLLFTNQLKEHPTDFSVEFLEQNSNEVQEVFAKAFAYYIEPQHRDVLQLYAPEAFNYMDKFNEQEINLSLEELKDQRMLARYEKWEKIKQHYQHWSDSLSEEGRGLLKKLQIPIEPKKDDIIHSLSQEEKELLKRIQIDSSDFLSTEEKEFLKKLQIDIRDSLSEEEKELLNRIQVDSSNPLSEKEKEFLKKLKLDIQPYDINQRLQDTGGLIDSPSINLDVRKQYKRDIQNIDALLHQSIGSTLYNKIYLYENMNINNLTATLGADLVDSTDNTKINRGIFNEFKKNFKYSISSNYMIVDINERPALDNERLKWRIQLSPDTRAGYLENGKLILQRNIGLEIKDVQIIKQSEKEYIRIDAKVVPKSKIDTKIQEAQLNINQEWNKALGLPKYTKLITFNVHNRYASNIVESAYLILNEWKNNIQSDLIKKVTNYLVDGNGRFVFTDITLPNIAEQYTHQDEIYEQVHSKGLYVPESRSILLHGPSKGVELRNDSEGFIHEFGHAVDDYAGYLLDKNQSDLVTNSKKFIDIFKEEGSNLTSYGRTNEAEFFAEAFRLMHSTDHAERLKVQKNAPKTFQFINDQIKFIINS
SARS 3CLpro inh = SARS-CoV 3CLpro protease inhibitors, primary screen, biochemical, quenched FRET; recombinant SARS-CoV 3CLpro, quenched FRET peptide cleavage; inhibition, % at 6 µM; actives 0.14% (n = 290,000); Replicase polyprotein 1ab (Severe acute respiratory syndrome coronavirus), P0C6X7; AID 1706, 2009; in the data active = inhibition above about 12%
TcdB GH inh = TcdB glycohydrolase inhibitors, primary screen, biochemical, single point, plate reader | Toxin B (Clostridioides difficile), P18177 | TcdB glycohydrolase enzymatic assay | inhibition, % at 9.99 µM | actives 0.24% (n = 350,000) | AID 652162, 2013; in the data active = inhibition above about 10%
DUSP3 inh = VHR1 phosphatase inhibitors, primary screen, biochemical, absorbance, uHTS; Dual specificity protein phosphatase 3 (Homo sapiens), P51452; recombinant VHR phosphatase, pNPP absorbance; inhibition, % at 13.3 µM; actives 0.52% (n = 290,000); AID 1654, 2009; in the data active = inhibition above about 50%; note: some compounds called inactive have numbers as strong as hits
Target sequence (P51452 whole entry, looked up): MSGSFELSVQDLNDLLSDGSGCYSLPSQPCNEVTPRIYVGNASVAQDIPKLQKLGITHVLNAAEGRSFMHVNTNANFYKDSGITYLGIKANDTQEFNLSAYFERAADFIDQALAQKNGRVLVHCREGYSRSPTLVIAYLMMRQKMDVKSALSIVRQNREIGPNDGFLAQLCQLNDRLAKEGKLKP
BoNT A protease = BoNT/A light chain protease inhibitors, primary screen, biochemical, flow cytometry, MLPCN library | AID 588499, 2011 | Botulinum neurotoxin type A light chain protease (Clostridium botulinum A str. ATCC 3502) | multiplex microsphere protease substrate cleavage | actives 0.17% (n = 360,000) | inhibition, % at 10 µM; note: plate controls were buffer without enzyme for full effect and enzyme alone for no effect
Y pestis TopoI = Yersinia pestis topoisomerase I inhibitors, primary screen, biochemical, cleavage product accumulation, plate reader, single point | Y. pestis Topo-I cleavage product accumulation | activity, % at 10 µM | actives 0.064% (n = 360,000) | AID 504884, 2011; in the data active = activity above about 50%, passing the limit was not always enough; inconclusive = no clear call, values can overlap the other calls; note: inactives centre near 2
PfHsp40 yeast = rescue of yeast from PfHsp40 toxicity, primary screen, S. cerevisiae, ATP luminescence. growth rescue, % at 12.5 µM. S. cerevisiae expressing PfHsp40, growth rescue. actives 0.68% (n = 340,000); in the data active = growth rescue above about 28%, passing the limit was not always enough; inconclusive = no clear call, values can overlap the other calls;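 note: yeast W303a lacking pdr1 and pdr3 grown in galactose medium; growth measured after three days at 30 °C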
The depositor's hits bear a star; i = inactive; ? = inconclusive; nt = not tested or not shown; & = joins results of further samples. Cut-off read from the data, not from the text of the source, unless noted: active = inhibition above about 30%; inconclusive = no clear call, values can overlap the other calls; inactive = below that.

1) CC(=O)N1CCC2(CC1)C/C(=N\NC(=S)Nc1ccc(C)cc1)c1cc(O)ccc1O2
2) CCOC(=O)c1c(C)n(CCOC)c2ccc(O)cc12
3) Cc1cccc(OP(N)(=O)Oc2cccc(C)c2)c1
4) CN(CCc1ccccn1)C(=S)Nc1cccc(S(=O)(=O)N(C)C)c1
5) CN1C(=O)CC(c2cn(Cc3ccccc3)c3ccccc23)C1=O (stereo not drawn)
6) Cc1cccc(NS(=O)(=O)c2csc(C(N)=O)c2)c1
assay / compound	1	2	3	4	5	6
Vc quorum ag	-0.9	-7.7	-0.3	i	-0.3	-0.1
PriA SSB inh	nt	-6	6	-10	-3	-12
CCHF vOTU inh	-2	-3	-4	-22	6	10
Anthrax LF inh2	-12	4	8	9	2	6
SARS 3CLpro inh	5	-2	4	3	2	3
TcdB GH inh	0.5	nt	0.6	1.6	1.6	1.3
DUSP3 inh	22	17	9	24	9	10
BoNT A protease	-1.7	0.0	-0.3	-1.1	0.4	0.5
Y pestis TopoI	5	3	-3	1	8	-5
PfHsp40 yeast	-0.5	-1.2	-1.7	-1.7	0.0	-2.2

Only PriA SSB inh and Anthrax LF inh2, for some of the entries so far:
| # | SMILES | PriA SSB inh | Anthrax LF inh2 |
| --- | --- | --- | --- |
| 3 | Cc1cccc(OP(N)(=O)Oc2cccc(C)c2)c1 | 6 | 8 |
| 2 | CCOC(=O)c1c(C)n(CCOC)c2ccc(O)cc12 | -6 | 4 |
| 4 | CN(CCc1ccccn1)C(=S)Nc1cccc(S(=O)(=O)N(C)C)c1 | -10 | 9 |

Further results.
7) Cc1ccc(NC(=O)CS(=O)CC(=O)NCC2CCCO2)cc1 (stereo not drawn)
8) COc1ccccc1-c1noc(-c2ccccc2C(=O)NCC2CCCO2)n1 (stereo not drawn)
9) Cn1ncc(N=Cc2ccccc2)c1C(N)=O
10) CN(C(=O)CSc1n[nH]c(=O)[nH]c1=O)c1ccccc1
11) O=S(=O)(Nc1ccc(O)c2ccccc12)c1ccc(OC(F)(F)F)cc1
12) C[C@H]1CN([C@@H](C)CO)C(=O)CCCn2nncc2CO[C@@H]1CN(C)Cc1cccc(C(F)(F)F)c1
assay / compound	7	8	9	10	11	12
Vc quorum ag	nt	-12	i	i	-0.5	-2.3
PriA SSB inh	-15	-11	-6	-9	1	nt
CCHF vOTU inh	-7	4	-4	3	72*	3
Anthrax LF inh2	2	3	0	4	14	0
SARS 3CLpro inh	2	-4	6	nt	nt	nt
TcdB GH inh	nt	1.9	nt	-0.3	0.8	-1.1&-3.9
DUSP3 inh	-4	14	4	nt	nt	nt
BoNT A protease	0.4	-1.1	-1.0	6.7	-6.5	0.3
Y pestis TopoI	-6	0	-2	13	-17	25
PfHsp40 yeast	-2.3	-0.9	-0.7	-0.5	nt	nt

13) O=C(COC(=O)c1c(Cl)cccc1Cl)Nc1cc(Cl)ccc1Oc1ccccc1
14) O=C(CCc1ccc(S(=O)(=O)N2CCOCC2)cc1)Nc1nccs1
15) CC(=O)N1CCN(c2ccc(NC(=O)c3ccc4c(c3)OCCO4)cc2Cl)CC1
16) Cc1ccc(CNC(=O)Cc2noc3ccccc23)cc1
17) C=CCN(Cc1cccc(OC)c1OC)S(=O)(=O)N(C)C
18) NS(=O)(=O)c1ccc(CNC(=O)/C=C/c2ccco2)cc1
assay / compound	13	14	15	16	17	18
Vc quorum ag	-0.2	3.1	-0.3	i	i	i
PriA SSB inh	-26	5	-6	-11	-1	-11
CCHF vOTU inh	11	6	3	6	-27	3
Anthrax LF inh2	-1	-4	-4	-4	-4	0
SARS 3CLpro inh	2	-3	1	-2	1	-1
TcdB GH inh	-8.2	nt	9.3	1.3	2.3	0.1
DUSP3 inh	30	34	15	-5	13	-12
BoNT A protease	0.1	0.0	-0.7	-0.2	0.4	-0.4
Y pestis TopoI	7	-3	11	7	3	3
PfHsp40 yeast	1.3	-1.9	-0.2	-0.6	-1.6	-0.5

Quoted from the listing:
no. 9 | PriA SSB inh: -6
no. 7 | Anthrax LF inh2: 2
no. 15 | PriA SSB inh: -6

Next section
19) CC(C)Oc1ccc(C(CC(=O)O)n2cnnn2)cc1 (stereo not drawn)
20) Cc1cccc(C)c1N(Cc1ccccc1F)S(C)(=O)=O
21) COCC(C)n1c(SCC(=O)Nc2cc(C)on2)nc2ccccc2c1=O (stereo not drawn)
22) Cc1ccc(Cl)cc1N1CCN(C2CCCCC2NS(=O)(=O)c2ccccc2)CC1 (stereo not drawn)
23) CCCCN(C)C(=O)Cn1c(=O)oc2cc(S(=O)(=O)N3CC(C)CC(C)C3)ccc21 (stereo not drawn)
24) COCCNC(=S)N(Cc1cc2cc(C)ccc2n2nnnc12)C1CCCC1
assay / compound	19	20	21	22	23	24
Vc quorum ag	-0.1	i	-12	i	i	i
PriA SSB inh	-19	-15	-11	-9	-2	-4
CCHF vOTU inh	1	-10	11	nt	17	4
Anthrax LF inh2	-1	-12	-2	0	-6	-8
SARS 3CLpro inh	3	0	nt	6	-5	-2
TcdB GH inh	2.2	3.2	1.6	nt	0.9	0.5
DUSP3 inh	28	5	nt	21	13	32
BoNT A protease	0.0	-0.9	-0.9	1.8	-1.5	-0.6
Y pestis TopoI	2	6	-2	14	13	7
PfHsp40 yeast	-0.9	0.1	0.4	-0.4	-2.1	-1.7

25) COc1cc(CCN(C(=O)c2cc3ccccc3[nH]2)C(c2ccccn2)c2nc3ccccc3[nH]2)cc(OC)c1 (stereo not drawn)
26) CCCN1CCN(C(=O)C2CCN(c3nnc(C)c4c(C)n(-c5ccc(C)cc5)nc34)CC2)CC1
27) O=C(Nc1ccccc1Cl)Nc1ccccc1Cl
28) Nc1nc(-c2ccccc2)c(-c2ccc([N+](=O)[O-])cc2)s1
29) O=C(CSc1ncnc2c1nnn2Cc1ccc(F)cc1)NC1CCCC1
30) COc1ccc(NC(=O)N2CCc3ccccc3C2)cc1
assay / compound	25	26	27	28	29	30
Vc quorum ag	nt	3.7	0.4	i	-0.5	-0.3
PriA SSB inh	nt	1	-6	-8	-2	8
CCHF vOTU inh	8	8	-5	4	12	21
Anthrax LF inh2	0	?	-4	6	-3	2
SARS 3CLpro inh	nt	4	3	6	0	-3
TcdB GH inh	1.0	-2.2	1.0	0.6	1.6	-0.1
DUSP3 inh	nt	10	1	13	4	23
BoNT A protease	-0.6	?	-0.7	1.2	-0.1	-0.5
Y pestis TopoI	nt	28	19	-10	7	8
PfHsp40 yeast	nt	-1.4	1.2	233*	-1.2	0.3

Whole records as entered above. Screens in order: Vc quorum ag	PriA SSB inh	CCHF vOTU inh	Anthrax LF inh2	SARS 3CLpro inh	TcdB GH inh	DUSP3 inh	BoNT A protease	Y pestis TopoI	PfHsp40 yeast
Results for CCCN1CCN(C(=O)C2CCN(c3nnc(C)c4c(C)n(-c5ccc(C)cc5)nc34)CC2)CC1 = 3.7	1	8	?	4	-2.2	10	?	28	-1.4
Results for O=C(CSc1ncnc2c1nnn2Cc1ccc(F)cc1)NC1CCCC1 = -0.5	-2	12	-3	0	1.6	4	-0.1	7	-1.2
Results for O=C(Nc1ccccc1Cl)Nc1ccccc1Cl = 0.4	-6	-5	-4	3	1.0	1	-0.7	19	1.2

Remaining list, next part.
31) COc1ccc(NC(=O)COc2ccccc2C(=O)NCC(c2ccccc2)N(C)C)cc1Cl (stereo not drawn)
32) Cc1cccc(OCc2nnc3n2CCCCC3)c1
33) O=C(Nc1c(F)cc(F)cc1Br)c1cc(-c2ccco2)on1
34) COc1cccc(-c2c(C(=O)N/N=C/c3cccnc3)nnn2-c2nonc2N)c1
35) CCOc1cc(/C=N\NC(=O)CN2CCOCC2)ccc1OCc1ccc(F)cc1
36) COc1ccc(S(=O)(=O)N2Cc3ccccc3CC2C(=O)N2CCOCC2)cc1OC (stereo not drawn)
assay / compound	31	32	33	34	35	36
Vc quorum ag	-0.2	i	-0.3	i	i	-0.3
PriA SSB inh	9	9	-9	nt	nt	-1
CCHF vOTU inh	-2	19	3	5	-16	-5
Anthrax LF inh2	5	0	-5	nt	-3	5
SARS 3CLpro inh	-6	-2	1	-7	1	-1
TcdB GH inh	-3.7	nt	nt	2.3	nt	nt
DUSP3 inh	31	-9	10	16	-7	11
BoNT A protease	-0.5	-0.3	-0.5	nt	0.3	0.5
Y pestis TopoI	12	1	3	4	-5	1
PfHsp40 yeast	-1.1	-0.8	0.3	-0.7	-1.0	-0.5

37) CC(=O)N1C(=O)N(C(C)=O)C2C1N(C(C)=O)C(=O)N2C(C)=O (stereo not drawn)
38) COc1cccc(NC(=S)N(C)C2CCN(C)CC2)c1
39) C=CCNS(=O)(=O)c1ccc(OCC(=O)OC)cc1
40) FC(F)(F)c1ccccc1/C=N/n1c(C2CCCCC2)n[nH]c1=S
41) CCOc1ccc(CCNC(=O)COC(=O)/C=C/c2ccc(OC)c(OC)c2)cc1OCC
42) COc1ccc(C(=O)c2coc3ccc(O)cc23)cc1
assay / compound	37	38	39	40	41	42
Vc quorum ag	-0.2	-0.1	0.9	i	-0.2	0.8
PriA SSB inh	-10	-19	-4	nt	-3	-7
CCHF vOTU inh	15	8	-2	8	-12	2
Anthrax LF inh2	-2	0	-3	15	-3	-2
SARS 3CLpro inh	4	-1	0	5	-1	-1
TcdB GH inh	nt	0.2	0.4	1.4	-0.4	1.3
DUSP3 inh	14	2	12	26	18	-16
BoNT A protease	-0.4	-3.0	-0.5	0.9	1.5	2.0
Y pestis TopoI	1	-5	-1	-5	15	2
PfHsp40 yeast	-0.3	6.8	-0.5	-0.2	0.3	1.4

43) COC(=O)C1=C(C)N(C)C(=O)NC1c1cc2c(cc1Br)OCO2 (stereo not drawn)
44) CC(C)(C)NC(=O)c1ccccc1NC(=O)C1CCCO1 (stereo not drawn)
45) COc1ccc(N2CCN(C(=O)CCCn3c(=O)[nH]c4ccsc4c3=O)CC2)cc1
46) Cc1ccc(S(=O)(=O)Nc2c3ccccc3nc(=O)n2-c2ccccc2)cc1
47) O=C(NC(=S)NCCSc1ccccc1)c1cccnc1
48) CCOC(=O)C1CCCN(C(=O)c2ccc(Cn3c(=S)[nH]c4cc(C(=O)OC)ccc4c3=O)cc2)C1 (stereo not drawn)
49) COc1ccc(NS(=O)(=O)c2cccc(NC(=O)c3ccc(S(=O)(=O)N4CCCCCC4)cc3)c2)cc1
50) COc1ccc(C(F)(F)F)cc1N/C=C\c1nnnn1-c1ccc(C)cc1
assay / compound	43	44	45	46	47	48	49	50
Vc quorum ag	i	i	-0.3	-1.4	-0.2	-2.8	-0.1	i
PriA SSB inh	-11	5	-30	-14	-5	-6	-9	-17
CCHF vOTU inh	9	8	6	0	-1	-17	nt	-5
Anthrax LF inh2	5	-2	5	-1	-2	-3	0	-5
SARS 3CLpro inh	-1	-5	0	1	-2	-3	2	-1
TcdB GH inh	1.2	-1.2	-0.8	nt	-0.4	-0.2	nt	nt
DUSP3 inh	-4	6	-4	28	17	21	2	10
BoNT A protease	-0.9	-0.9	-0.3	1.3	-0.6	-0.9	0.2	-2.2
Y pestis TopoI	-9	5	-4	4	-1	26	-3	-1
PfHsp40 yeast	0.1	-1.4	-1.6	0.1	0.1	1.4	-0.4	1.7

Some of the compounds tested, so the mix of outcomes need not match the whole.
